Screens as filed in PubChem BioAssay.
MITF primary: blocks human microphthalmia-associated transcription factor; inhibition, % at 2.6 µM; AlphaScreen MITF homodimerization, bead proximity signal; AID 1259374; O75030; 0.91% of 650,000 active; in the data active = inhibition above about 50%;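 note: 0% = vehicle wells with protein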
TEAD-YAP block: TEAD-YAP interaction inhibition; HEK-TIYL cells, TEAD-Gal4/YAP UAS-luciferase luminescence; 1.4% of 640,000 active; inhibition, % at 9.12 µM; AID 1259422; in the data active = inhibition above about 32%;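 note: 0% = median of test compound wells and 100% = reference inhibitor wells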
FBW7 act: human FBW7 E3 ligase activation, primary screen; Q969H0; AlphaScreen FBW7–phospho-cyclin E peptide binding, activator screen; normalized activity (activation), % at 26.1 µM; 0.13% of 650,000 active; in the data active = normalized activity above about 1.9%;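 note: purified mutant Fbw7 with reduced substrate affinity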
Target sequence (Q969H0 whole entry, looked up): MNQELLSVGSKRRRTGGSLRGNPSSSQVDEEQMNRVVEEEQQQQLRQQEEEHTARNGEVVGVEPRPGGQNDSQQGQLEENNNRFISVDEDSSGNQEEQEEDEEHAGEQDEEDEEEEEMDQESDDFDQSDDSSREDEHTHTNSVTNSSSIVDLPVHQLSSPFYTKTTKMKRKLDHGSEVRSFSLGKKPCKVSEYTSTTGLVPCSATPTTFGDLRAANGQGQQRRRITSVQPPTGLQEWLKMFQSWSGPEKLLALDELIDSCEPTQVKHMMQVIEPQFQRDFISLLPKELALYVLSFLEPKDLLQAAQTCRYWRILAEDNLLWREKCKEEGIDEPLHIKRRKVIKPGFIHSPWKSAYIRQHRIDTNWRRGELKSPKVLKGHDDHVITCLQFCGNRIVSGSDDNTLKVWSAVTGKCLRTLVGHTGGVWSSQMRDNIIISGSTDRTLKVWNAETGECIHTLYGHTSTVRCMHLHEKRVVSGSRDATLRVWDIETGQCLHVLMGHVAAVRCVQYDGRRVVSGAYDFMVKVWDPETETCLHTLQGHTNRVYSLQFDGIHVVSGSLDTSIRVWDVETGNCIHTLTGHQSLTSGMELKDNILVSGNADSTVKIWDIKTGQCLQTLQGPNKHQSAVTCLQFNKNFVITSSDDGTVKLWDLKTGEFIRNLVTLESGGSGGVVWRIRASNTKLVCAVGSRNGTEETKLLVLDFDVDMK
GPR151 activ: activators of human GPR151; PathHunter beta-arrestin GPR151 cells, luminescence; activation, % at 11.2 µM; 1% of 650,000 active; AID 1508602; in the data active = activation above about 4.9%;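 note: 0% = median of compound wells and 100% = cells with positive control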
The depositor's hits bear a star; & = joins results of further samples.

canonical_smiles | MITF primary | TEAD-YAP block | FBW7 act | GPR151 activ
O=C(Nc1cc(C(F)(F)F)ccc1Cl)c1ccc(Sc2ccc(F)cc2)c(S(=O)(=O)N2CCOCC2)c1 | 10 | -6 | 0.0 | -0.1
COc1ccccc1C(=O)Nc1nc2ccc3sc(C)nc3c2s1 | -19 | 52* | 0.0 | -1.7
c1ccc(-c2ccc(-c3nc(-c4ccccc4)[nH]c3-c3ccc(-c4ccccc4)cc3)cc2)cc1 | 0 | 2 | 0.0 | 0.1
CC(C)CCNC(=O)c1c[nH]c2ccc(S(=O)(=O)N3CCc4ccccc43)cc2c1=O | 4 | 4 | -0.1 | -0.4
NS(=O)(=O)c1ccc(CCNC(=O)NC2CC(=O)N(c3ccc(Cl)cc3)C2)cc1 (stereo not drawn) | 8 | 6 | 0.2 | 1.4
C=CCn1c(C)c(C(=O)OC)sc1=Nc1ccccc1 | 7 | 2 | 0.0 | -2.3
Cc1c(C)n2c(SCC(=O)Nc3ccccc3F)nnc2[nH]c1=O | 2 | -3 | -0.1 | -1.9
O=C(Nc1ccccc1-c1nnn(CC(=O)N2CCc3ccccc3C2)n1)C1CCC1 | -2 | -4 | 0.0 | 2.8
COc1cccc(C2=N/C(=C\c3ccc4c(c3)OCO4)C(=O)O2)c1 | 13 | -1 | -0.1 | 2.6
COc1cc(C(=O)N/C(=C/c2ccc3c(c2)OCO3)C(=O)NCC(=O)O)cc(OC)c1OC | -4 | 1 | 0.6 | -1.5
O=C(CN1CCOCC1)Nc1ccccc1NC(=O)c1cccc2nccnc12 | -5 | 1 | 0.0 | 0.8
O=C(COc1ccccc1)N/N=C/c1cc([N+](=O)[O-])cc(Br)c1O | 1 | -13 | -0.1 | 1.4
Cc1ccc(C2=N/C(=C/c3cccs3)C(=O)O2)cc1C | 9 | 6 | 0.2 | 1.0
Cc1nnc(SCC(=O)Nc2cccc(Br)c2)n1N | 4 | 2 | 0.2 | -1.4
Cn1c(C(=O)NCCN2CCc3ccccc3C2)cc2c(=O)n(C)c3ccccc3c21 | 6 | 9 | 0.1 | -0.3
O=C(Cn1cnc([N+](=O)[O-])n1)N1CCc2ccccc2C1 | 7 | -9 | -0.2 | 0.6
CCc1ccc2nc(N3CCC(C(=O)NCCN(C)C)CC3)sc2c1 | -11 | 21 | 0.1 | -0.1
O=[N+]([O-])c1cc(C(F)(F)F)ccc1Sc1ccccn1 | 21 | -5 | -0.2 | 1.5
O=C(N/N=C/c1ccc(O)c(O)c1)Nc1ccccc1 | 5 | -66 | -0.3 | -1.6
Cc1nn(C)cc1C(=O)N1CCN(C(c2ccccc2)c2ccccc2)CC1 | 6 | -17 | 0.1 | 0.4

Profiles, quoted from the list. Screens in order: MITF primary	TEAD-YAP block	FBW7 act	GPR151 activ
O=C(CN1CCOCC1)Nc1ccccc1NC(=O)c1cccc2nccnc12 across the screens: -5	1	0.0	0.8
COc1ccccc1C(=O)Nc1nc2ccc3sc(C)nc3c2s1 across the screens: -19	52*	0.0	-1.7
COc1cc(C(=O)N/C(=C/c2ccc3c(c2)OCO3)C(=O)NCC(=O)O)cc(OC)c1OC across the screens: -4	1	0.6	-1.5

Remaining list, next part
canonical_smiles | MITF primary | TEAD-YAP block | FBW7 act | GPR151 activ
O=C(CN1CCN(Cc2ccccc2Cl)C1=O)NCCN1CCOCC1 | 0 | 8 | 0.0 | 0.1
CCOC(=O)c1c(C)n(-c2ccccc2C)c2ccc(OC(=O)c3ccccc3)cc12 | 3 | -12 | 0.0 | 1.3
CCOc1ccc(-c2csc3nnc(SCC(=O)N4CCCC4)n23)cc1 | 11 | 1 | -0.1 | 0.8
NS(=O)(=O)c1ccc(CCNC(=O)C(=O)c2c(-c3ccccc3)cc3ccccn23)cc1 | 6 | 7 | -0.2 | 0.5
O=C(Nc1cccc(Br)c1)c1cc2ccccc2c(=O)o1 | 1 | -29 | 0.0 | -0.2
Cc1c(-c2ccccc2)[n+](=O)c2c(n1[O-])CCCCC2 | 1 | 0 | -0.1 | -0.4
O=C(CSc1nnc2c(n1)[nH]c1ccc(F)cc12)N1CCCC1 | -22 | 0 | 0.0 | -1.1
O=[N+]([O-])c1cccc2c(NS(=O)(=O)c3ccc(F)cc3)cccc12 | 21 | -9 | 0.7 | 1.0
CC(C)OC(=O)C(C(=O)C(F)(F)F)c1cc(NS(=O)(=O)c2ccc(Cl)cc2)c2ccccc2c1O (stereo not drawn) | -7 | -4 | -0.2 | -0.5
CC1CCCCN1C(=O)CCNS(=O)(=O)c1cc(Br)cnc1N (stereo not drawn) | 17 | 9 | 0.2 | -0.4
CC1CCCCC1NC(=O)C(C)n1sc2ccccc2c1=O (stereo not drawn) | -12 | -6 | -0.1 | 0.8
CN(C)/C=C/c1oc2ccc(Oc3ncccc3C#N)cc2c1[N+](=O)[O-] | -2 | 3 | -0.1 | 0.5
CCOCC(=O)Nc1scc2c(C(=O)OCC)nn(-c3ccc(Cl)cc3)c(=O)c12 | -5 | -3 | -0.1 | -0.3
Cc1ccc2nc(C3CCCCN3C(=O)C3CCN(S(C)(=O)=O)CC3)[nH]c2c1 (stereo not drawn) | 1 | -14 | 0.0 | 1.7
Cc1ccc(C(=O)O)cc1NC(=S)NC(=O)c1ccccc1[N+](=O)[O-] | 3 | 7 | -0.1 | 2.7
NC(=O)c1nn(-c2ccc(OC(F)(F)F)cc2)nc1N | -6 | -28 | -0.1 | -2.0
CC1CC(C)CN(CC(=O)C(C#N)c2ccccc2)C1 (stereo not drawn) | 3 | 2 | -0.1 | -0.7
O=C(C1CCC(CNc2c(N3CCOCC3)c(=O)c2=O)CC1)N1CCc2ccccc21 (stereo not drawn) | 7 | -7 | -0.1 | 0.2
COc1ccc(NC(=O)CC2SC(N)=NC2=O)cc1 (stereo not drawn) | 7&0 | 0&10 | 0.1&0.0 | 2.3&0.1
Cc1cccc(OC(=O)c2sc3ncn(C)c(=O)c3c2C)c1 | 2 | -27 | -0.4 | -1.6
CC(NC(=S)Nc1ccc(F)cc1F)c1ccncc1 (stereo not drawn) | 18 | 5 | 0.1 | 0.8
CC(C)n1cnc2c(NC3CC3)nc(Nc3ccccn3)nc21 | 3 | 25 | -0.1 | 0.4
Cc1ccccc1-c1nc(CS(=O)(=O)CC(=O)NCCCN2CCCC2=O)c(C)o1 | -3 | -1 | -0.1 | -1.2
CC(=O)c1cccc(-c2cc(C(=O)NCc3ccccc3)ccn2)c1 | -3 | -3 | 0.1 | 0.8
O=C(Nc1ccc(CN2CCN(c3ccccn3)CC2)cc1)c1ccccc1F | 0 | -49 | 0.0 | -0.2
COc1cc(OC)cc(C(=O)NCc2ccc(C(C)(C)C)cc2)c1 | 12 | 43* | 0.1 | 0.1
CCOc1ccc(-c2cc(C)nc(-c3ccc(OCC)cc3)c2)cc1 | 2 | 5 | 0.1 | 1.0
COc1ccc(CN2CCc3nc(N4CCCC(C)C4)[nH]c(=O)c3C2)cc1O (stereo not drawn) | -16 | -5 | 0.0 | 3.7
Cn1nc(CC(=O)NCCN2C(=O)CSC2=O)c2ccccc2c1=O | 3 | 8 | 0.1 | 0.9
CCN(CC)c1nc(Nc2cc(OC)c(OC)c(OC)c2)nc(Nc2ccc3ncccc3c2)n1 | -12 | -3 | -0.2 | 0.8
Cc1cccc(C2N3CC4([N+](=O)[O-])CN2CC([N+](=O)[O-])(C3)C4(C)C)c1 (stereo not drawn) | -1 | -5 | 0.1 | -0.4
CCCn1c2ccccc2c2nnc(SCC(=O)Nc3ccc(C(C)=O)cc3)nc21 | 10 | -8 | 0.3 | -0.1
CC(C(=O)N(C)C)N1c2cccc3cccc(c23)S1(=O)=O (stereo not drawn) | 13 | -6 | -0.1 | -0.1
CC(=O)N1CCN(C(=O)CSc2nnc(C(F)(F)F)n2N)CC1 | -7 | -1 | -0.2 | 0.0
CCN(CC)S(=O)(=O)c1ccc2oc(C(=O)NC(C)C)c(C)c2c1 | 4 | -13 | 0.0 | 0.9
CS(=O)(=O)c1ccc2nc(NC(=O)CN3C(=O)c4ccccc4C3=O)sc2c1 | 0 | -2 | -0.4 | 1.3
CC(=O)c1ccc(NC(=O)/C(=C\c2cccc([N+](=O)[O-])c2)NC(=O)c2ccccc2Cl)cc1 | -12 | 0 | 0.0 | 1.0
O=C(NNC(=O)c1c(O)c2ccccc2[nH]c1=O)c1cccc([N+](=O)[O-])c1 | 9 | 1 | 0.0 | -1.0
CN1CCN(C(=O)c2ccc3c(c2)NC(=O)CS3)CC1 | -14 | -14 | 0.8 | -0.7
COc1cc2c(cc1NC(=O)Cn1nc(C(=O)O)c3ccccc3c1=O)oc1ccccc12 | 15 | -9 | 0.3 | 1.2
O=C(Nc1nnc(S(=O)(=O)N2CCc3ccccc32)s1)C12CC3CC(CC(C3)C1)C2 | 6 | 1 | 0.7 | -0.5
O=[N+]([O-])c1ccc2c(c1)C1C=CCC1C(c1ccccc1F)N2 (stereo not drawn) | 0 | -2 | -0.3 | 0.2
CC(C)C(O)(C#CCN1CCCCC1)C(C)C | 2 | 6 | -0.1 | 0.8
COC(=O)c1cc(COC(=O)CCc2nc3ccccc3s2)oc1C | -11 | 2 | 0.0 | 1.0
CC(=O)N(CCc1ccccc1)C1=C(Cl)C(=O)c2ccccc2C1=O | 17 | -7 | 0.0 | -2.4
N#CCCn1cnn(CCC#N)c1=S | -6 | -5 | 0.0 | 3.8
Cn1c(SCC(=O)NNC(=O)C2CCCCC2)nnc1-c1ccccc1N | 6 | 2 | -0.1 | 1.4
COc1cc(CNC2CCCC2)ccc1OCC(O)c1ccccc1 (stereo not drawn) | -2 | 5 | 0.0 | 3.5
COc1cc2c(cc1NC(=O)C(C)Nc1ccccc1CO)oc1ccccc12 (stereo not drawn) | -13 | -7 | -0.1 | 2.5
CCc1ccccc1-n1c(SCC(N)=O)nnc1-c1ccccn1 | 19 | 0 | -0.7 | -0.9
CCC(=O)N1CCc2cc(S(=O)(=O)CCC(=O)Nc3ccc(CC)cc3)ccc21 | -12 | -3 | -0.2 | -0.7
Cc1ccc(N2C(=O)N(CC(=O)N3CCC(Cc4ccccc4)CC3)C(=O)C2C)cc1 (stereo not drawn) | -4 | 10 | -0.1 | 0.5
Cc1nc(N2CCOCC2)nc(N2CCN(c3ccccc3)CC2)c1[N+](=O)[O-] | -1 | -3 | 0.2 | 0.6
CC(C)c1nc2ccccc2n1C(C)C(=O)O (stereo not drawn) | 9 | 5 | 0.9 | -1.1
CN(C)CCNc1oc(-c2ccc([N+](=O)[O-])cc2)nc1C#N | -1 | -10 | -0.1 | 2.3
O=C(Oc1ccc(-c2nc3ccc([N+](=O)[O-])cc3[nH]2)cc1)C1CCCCC1 | 7 | -55 | 0.1 | -2.1
CCN1/C(=C/C(=C/c2sc3ccc(Cl)cc3[n+]2CC)C2CC2)Sc2ccc(Cl)cc21 | 37 | 30 | -0.2 | -1.7
Cc1oc(C(=O)O)cc1COc1cccc2cccnc12 | 27 | -3 | -0.2 | -0.9
CCCC(C#CCN1CCCCC1)OC(C)=O (stereo not drawn) | 5 | -6 | 0.1 | 2.1
O=C(NCc1ccccc1Cl)c1ccc(N2CCC(Cc3ccccc3)CC2)c([N+](=O)[O-])c1 | 16 | 0 | -0.1 | 0.3

Next section:
canonical_smiles | MITF primary | TEAD-YAP block | FBW7 act | GPR151 activ
CC(=O)c1cccc(NC(=O)/C=C/c2ccc(Cl)cc2)c1 | 6 | -25 | 0.2 | -1.0
COc1ccc(/C=C2\N=C(c3ccco3)OC2=O)cc1 | 17 | 0 | 0.1 | -1.7
CCn1nnnc1SCC(=O)Nc1ccc(F)cc1 | 12 | 2 | 0.0 | -0.1
O=S1(=O)CCC(NS(=O)(=O)/C=C/c2ccccc2)C1 (stereo not drawn) | -1 | 4 | 0.0 | 1.0
CC(C)c1ccc(/C=C2\C(=O)NC(=O)N(c3ccc([N+](=O)[O-])cc3)C2=O)cc1 | 0 | 4 | 0.0 | -0.8
CC(Cc1nnc(SCC(=O)c2ccc[nH]2)n1N)c1ccccc1 (stereo not drawn) | 6 | -2 | -0.1 | 0.7
Cc1ccc2oc(=O)c3cnn(CC(=O)NCCN(C)C)c3c2c1 | 15 | 0 | 0.0 | -0.6
COc1cccc(NC(=O)CSc2nc3ccccc3c(=O)n2CCC(=O)NCCc2ccccc2)c1 | 3 | 6 | -0.1 | 0.0
Fc1cccc(Nc2nc(Nc3ccccc3)nc(N3CCOCC3)n2)c1 | 3 | -25 | 0.0 | 0.6
COCCCN1Cc2cccc(C(N)=O)c2C1=O | -5 | -10 | -0.2 | 0.5
N#C/C(=C\c1ccc(-c2cccc(Cl)c2Cl)o1)C(=O)N1CCOCC1 | 2 | -15 | -0.3 | 0.6

Fetched by structure from the entries so far (3):
canonical_smiles | MITF primary | TEAD-YAP block | FBW7 act | GPR151 activ
CC(=O)c1cccc(NC(=O)/C=C/c2ccc(Cl)cc2)c1 | 6 | -25 | 0.2 | -1.0
COc1ccc(/C=C2\N=C(c3ccco3)OC2=O)cc1 | 17 | 0 | 0.1 | -1.7
COc1cccc(NC(=O)CSc2nc3ccccc3c(=O)n2CCC(=O)NCCc2ccccc2)c1 | 3 | 6 | -0.1 | 0.0
